TCR activator – activators of T cell receptors. primary human leukocytes, anti-CD3, IL-2 HTRF, 48 h. Potency, µM (series often up to 9.22 µM), for the others: top-dose activation of IL-2 secretion, hits mostly activators. 330,000 tested, under 10 active; active means well fitted activation curve with a large enough effect; inconclusive means small, poorly fitted or top-dose-only effect, or another doubt; inactive means no such curve, though single readings can be large or run the other way; further: % of control where 0% means no effect
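1) Mix primary human leukocytes, a-CD3 beads and compound. 2) Incubate 48 hr. 3) Add HTRF IL-2 reagents (a-IL-2-K, a-IL-2-d2).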
PTAP TSG101 blk – blocks PTAP/TSG101 interaction to inhibit HIV-1 budding | Fluorescence polarization, FITC-PTAP peptide / Tsg101 binding | Potency, µM (top dose mostly 115 µM), for the others: at the highest dose activity change, negative = inhibition, actives largely listed as inhibitors | 340,000 tested, under 10 active | AID 493005; active means well fitted inhibition curve with a large enough effect in the main read-out, with a control signal flat, not every such curve was filed as active; inconclusive means small, poorly fitted or top-dose-only effect, or effect the other way, or a change in a side signal; inactive means no such curve, though single readings can be large or run the other way; further: potency means the concentration at half of the fitted maximal effect; % of control where 0% means no effect
Target sequence (Q99816 whole entry, looked up): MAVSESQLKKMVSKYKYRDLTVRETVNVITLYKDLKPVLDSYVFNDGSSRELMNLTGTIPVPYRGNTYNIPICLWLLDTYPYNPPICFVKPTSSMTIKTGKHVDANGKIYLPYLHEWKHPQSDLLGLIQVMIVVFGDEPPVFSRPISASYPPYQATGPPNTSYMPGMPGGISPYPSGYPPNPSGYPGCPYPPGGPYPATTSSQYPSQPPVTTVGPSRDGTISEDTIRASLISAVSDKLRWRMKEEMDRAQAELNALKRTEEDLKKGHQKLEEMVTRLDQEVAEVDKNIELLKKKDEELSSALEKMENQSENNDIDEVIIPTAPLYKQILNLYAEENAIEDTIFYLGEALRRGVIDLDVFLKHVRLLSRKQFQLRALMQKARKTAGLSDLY
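Tsg101 binding domain (10 uM final) was mixed with compound and a FITC-labeled PTAP peptide (50 nM final) in HEPES pH 7.5 buffer with NaCl, Tween 20, EDTA and TCEP; fluorescence polarization was read after 20 min at r.t.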
uPA generation – cell surface uPA generation inhibition; cell surface uPA generation assay, qHTS; actives 0.31% (n = 330,000); Potency, µM (series often up to 38.3 µM), for inactives: top-dose activity change, negative = inhibition, most hits filed as inhibitors; active means well fitted inhibition curve with a large enough effect; inconclusive means small, poorly fitted or top-dose-only effect; inactive means no such curve, though single readings can be large or run the other way; tested in mouse RAW 264.7 cells; further: potency means the concentration at half of the fitted maximal effect; on the % scale 0 is the no-effect control and ±100 the full control effect; nearly all actives have a fitted effect of over 55% in size
* hit, by the source's call; ? = inconclusive. A portion of the library; count on the stated rates, not on these rows.

TCR activator | PTAP TSG101 blk | uPA generation | SMILES
-6.8% | 0.1% | -6.3% | Nc1cc2c(cc1Cl)-c1ccc(Cl)cc1C2
2.3% | 0.6% | -3.6% | O=C(NCC(c1cccs1)N1CCOCC1)C1CCN(S(=O)(=O)c2cc(Cl)ccc2Cl)CC1 (stereo not drawn)
6.4% | -1.5% | 6.5% | CN(C(=O)c1cccc(NC(=O)Cc2ccc(NC(=O)C3CCCN(C(=O)C4CCC4)C3)cc2)c1)C1CC1 (stereo not drawn)
1.7% | -1.9% | -5.1% | CC(=O)OC1CC2(C)C(CCC2(O)C(C)=O)C2CCC3C(Cl)C(=O)CCC3(C)C12 (stereo not drawn)
4.7% | -0.2% | 3.2% | CCOC(=O)CN1C(=O)N[C@@H](c2cccc(C(F)(F)F)c2)[C@H](C(C)=O)[C@H]1C
-8.3% | -2.1% | -8.6% | CC1=CC(=O)N(c2cccc3c(N4C(=O)C=C(C)C4=O)cccc23)C1=O
6.5% | 0.8% | 4.0% | CC(C)(O)[C@@H]1[C@@H]2C[C@@]3(CC[C@]4(C)C(CCC5[C@@]6(C)CC[C@H](O)C(C)(C)C6CC[C@]54C)[C@@H]13)C(=O)O2 (stereo partly drawn)
1.4% | 3.2% | -1.5% | Cc1cc(C)cc(-c2nnc(SCC(=O)NCC3CCCO3)o2)c1 (stereo not drawn)
0.4% | -3.4% | 0.9% | CC(=O)NS(=O)(=O)c1ccc(NC(=O)c2cccc3ccccc23)cc1
15.9% | -4.1% | -8.5% | CC(C)C[C@@H](CN1CCCC1CN1C(=S)NC[C@@H]1Cc1ccc(O)cc1)N1C[C@H](Cc2ccc(O)cc2)N(CC2CCCCCC2)C1=S (stereo partly drawn)
2.8% | -0.2% | -12.1% | C=C(C)c1nc(Oc2ccccc2)nc(Oc2ccccc2)n1
-1.8% | 1.2% | ? | O=c1[nH]cnc2c1ncn2C1OCC(O)C(O)C1O (stereo not drawn)
0.0% | 0.5% | -1.6% | F[B-](F)(F)c1cnc2ccccc2c1
-6.5% | -5.0% | 5.7% | O=C(Nc1cccc([N+](=O)[O-])c1)N(c1ccccc1)c1ccccc1
-7.6% | -1.5% | -4.5% | CCn1c(NCc2c[nH]c3ccccc23)nc2ccccc21
-0.3% | -2.4% | -21.1% | Oc1ccc(C[C@H]2CNC(=S)N2CC2CCCN2C[C@H](Cc2ccc(O)cc2)N2C[C@H](Cc3ccccc3)N(CC3CCCCC3)C2=S)cc1 (stereo partly drawn)
-1.1% | -4.1% | 5.1% | CC(C)(C)c1cc(C2COC(=O)COCCOCC(=O)OCCOCCO2)cc(C(C)(C)C)c1O (stereo not drawn)
13.9% | -0.7% | 0.6% | CC1CCCC(CC(N)=O)CC1 (stereo not drawn)
6.8% | 1.3% | 17.7% | COc1ccc2c(c1)CCNC2Cc1ccc(OC)c(O)c1 (stereo not drawn)
3.1% | -3.4% | -4.0% | O=C(CCl)Nc1sccc1C(=O)c1ccccc1
-1.0% | 2.0% | 20.8% | COc1ccc(CNCCS(=O)(=O)NCc2ccccc2)cc1
-0.8% | -8.5% | 2.5% | C=CCN(CC=C)c1ncnc2[nH]ncc12
-2.5% | -11.7% | 10.3% | C[C@@H]1CCC[C@]2(O[C@@H](CCO)C[C@H](O)[C@H]2O)O1
1.3% | -10.6% | 3.6% | CCOC(=O)C1=C(C)N=C2SCCC(=O)N2C1c1cc(Br)ccc1OC (stereo not drawn)
-34.8% | ? | -14.8% | N#C/C(=C/c1ccc(N2CCCCCC2)o1)c1ccc(F)cc1
0.2% | -3.2% | -0.4% | Cc1cccc(C(=O)NC(=S)NC(C)c2ccccc2)c1 (stereo not drawn)
1.5% | 0.2% | 8.4% | CCCOc1cc2c(C#N)c(N3CCCC3)nc(N)c2c(N)n1
-0.7% | -2.1% | -1.4% | C[C@H]1CN(S(=O)C(C)(C)C)[C@H](CCO)/C1=C\c1ccccc1 (stereo partly drawn)
0.9% | -6.0% | -2.9% | CC(=O)OC1COC(OC(C)=O)CO1 (stereo not drawn)
1.3% | 1.5% | 3.9% | O=C(N/N=C/c1ccncc1)c1ccncc1
-69.3% | -1.6% | 2.7% | Cc1ccc(NC(=O)CCC(=O)N/N=C/c2coc3ccc(F)cc3c2=O)cc1
0.8% | -1.0% | -9.4% | COc1ccc2nc(NN=C(C)c3ccccn3)cc(C)c2c1
4.7% | -3.6% | -0.5% | CN(C)C(CNC(=O)c1cc(S(=O)(=O)N(C)c2ccc(F)cc2)ccc1Cl)c1cccs1 (stereo not drawn)
-4.3% | -4.9% | 11.6% | CCOC(=O)CN1C(=O)N[C@@H](c2cccs2)C(C(=O)OC)=C1C
-5.6% | -3.1% | -0.4% | C/C(=N\NC(=O)CN1CCN(c2ccc(F)cc2)CC1)c1ccco1
6.8% | -1.3% | 1.2% | Cc1cc(N)nc(=O)n1C1CC(O)C(CO)O1 (stereo not drawn)
7.6% | -1.6% | 1.0% | Cc1cc(C)c(NS(=O)(=O)c2ccccc2)c(C)c1NS(=O)(=O)c1ccccc1
-3.9% | 0.7% | 1.6% | O=[N+]([O-])c1cccc(Cn2cnc3c(=S)nc[nH]c32)c1
8.5% | -2.3% | 3.8% | CC(=O)C1(O)CCC2C3CCC4CC(O)CCC4(C)C3C(=O)CC21C (stereo not drawn)
-19.4% | -9.2% | -3.9% | COC(=O)C1N[C@@H]([C@@H](NC(=O)COc2ccccc2)C(=O)NCc2ccccc2)SC1(C)C (stereo partly drawn)
8.6% | -4.0% | -2.3% | NC(=S)NN=C1CCCCCCCCC1
-0.3% | -2.9% | 0.2% | S=C(Nc1ccccc1)Nc1ccc2ccccc2c1
-2.6% | -5.7% | 0.1% | O=C1NC(=O)C(c2ccccc2)(c2ccccn2)N1 (stereo not drawn)
-3.7% | -1.2% | -2.1% | COc1ccc(N2CC(C(=O)N3CCN(S(=O)(=O)c4ccc(F)c(F)c4)CC3)CC2=O)c(OC)c1 (stereo not drawn)
-241.5% | -4.3% | 3.8% | Brc1nc(-c2ccccc2)nc(-c2ccccc2)c1Br
1.6% | 0.4% | 0.6% | COc1cc(C(C)=O)ccc1OCC(=O)Nc1cc(S(=O)(=O)N2CCOCC2)ccc1N1CCCC1
-3.1% | -3.0% | 2.0% | Cn1c(=O)c2[nH]c(Cc3ccsc3)nc2n(C)c1=O
5.4% | -0.2% | 7.5% | CCOc1cc(N2CCOCC2)c(OCC)cc1NC(=O)CN1C(=O)NC(C)(c2ccc(OC)cc2)C1=O (stereo not drawn)
2.9% | 0.9% | -1.7% | Cc1ccccc1OCCC(=O)OCC(=O)c1c(N)n(CC(C)C)c(=O)n(C)c1=O
13.7% | 1.2% | -6.7% | CCOC(=O)CN1C(=O)N[C@@H](CCc2ccccc2)[C@H](C(=O)OC)[C@H]1C

Further entries.
TCR activator | PTAP TSG101 blk | uPA generation | SMILES
5.2% | 1.3% | 0.0% | CCOC(=O)/C=C1/SCC(=O)N1CC(=O)c1ccc[nH]1
-1.7% | -0.1% | -6.6% | O=C(CN1C(=O)c2ccccc2C1=O)NC1(C(=O)O)CCCC1
-3.7% | -0.3% | -15.0% | COc1ccc(CN(C)C(=O)CCC(=O)N2CCN(S(=O)(=O)c3ccc(Cl)cc3)CC2)c(OC)c1
-3.6% | -0.6% | 4.6% | CCOC(=O)[C@@H]1[C@H]2COc3cc(OC)ccc3[C@@H]2N2C(=O)N(c3ccc(Br)cc3)C(=O)[C@]12C
-1.4% | -0.7% | 15.2% | CCOc1ccccc1CNn1cnnc1
-7.1% | -0.3% | 7.8% | O=C(NCCCCCCCCNC(=O)c1cccc2ccccc12)c1cccc2ccccc12
0.5% | 2.2% | 4.5% | O=C(CN1C(=O)NC2NC(=O)NC21)NC1CCCCC1 (stereo not drawn)
0.0% | -3.1% | -2.6% | C/C(=C\C(=O)c1ccc(Cl)cc1)Nc1ccc(Br)cc1
2.1% | -8.0% | 1.6% | COC(=O)CCCC(=O)N(C)CC1CCCN(CCc2ccccc2C)C1 (stereo not drawn)
3.9% | -4.8% | 0.9% | O=C(O)C1CCC(C(=O)O)SS1 (stereo not drawn)
7.4% | 4.3% | 2.1% | COc1ccc(Cl)c2sc(N(CCN(C)C)C(=O)C3=COCCO3)nc12
8.9% | -2.4% | -0.2% | O=S1(=O)c2ccccc2C(O)(c2ccccc2)c2ccccc21
3.4% | 2.8% | -11.4% | CCCCC(=O)NC(c1ccc(Cl)cc1)c1ccc2cccnc2c1O (stereo not drawn)
6.8% | 0.2% | -2.2% | C=C1[C@@H](CCO)N(S(=O)(=O)C(C)(C)C)C[C@@H]1C
0.6% | -0.8% | -12.8% | O=C(C1CCN(S(=O)(=O)c2cccc3cccnc23)CC1)N1CCN(Cc2ccccc2)CC1
-2.7% | -3.7% | -1.2% | CCCCN(C(=O)c1cc(S(=O)(=O)N2CCOCC2)ccc1F)c1c(N)n(CCCC)c(=O)[nH]c1=O
-0.4% | -3.4% | -2.5% | COc1ccc(C(=Cc2ccccc2[N+](=O)[O-])C(=O)O)cc1
0.4% | -0.2% | 2.7% | N#CC1(C#N)OC12CCS(=O)(=O)c1ccccc12 (stereo not drawn)
0.0% | -5.6% | -3.7% | N#Cc1c(NC(=O)CSc2ncccn2)oc(-c2ccccc2)c1-c1ccccc1
-0.4% | 1.3% | 0.1% | CCCNC1(C(N)=O)CCN(Cc2ccccc2)CC1
-2.3% | -2.7% | -3.2% | CN=c1sc2c(n1C)C(=O)c1ccccc1C2=O
-4.9% | -5.8% | 4.3% | NC(C(=O)O)C1ON=C(Cl)C1O (stereo not drawn)
-5.8% | -2.8% | 13.2% | COc1ccccc1CN1C(=O)[C@H]2Cc3c([nH]c4ccccc34)C(C)(C)N2C1=O
2.9% | -2.7% | 14.3% | O=C(O)c1ccc(C=NN=C2c3ccccc3-c3ccccc32)cc1
2.6% | -0.6% | -6.7% | COc1cccc(C2=CC(=O)CC(c3ccco3)C2)c1 (stereo not drawn)
0.1% | -3.5% | -0.7% | CC1(N=Cc2cc(Cl)ccc2O)COP(=O)(NC2CCCC2)OC1 (stereo not drawn)
-13.7% | 0.1% | ? | Cc1cc(O)c(C(C)C)cc1N=Cc1ccc(N(C)C)cc1
5.5% | -7.1% | 5.1% | COc1cccc(NC(=O)CN(C)C(=O)c2ccc(NC(=O)CC3SC(N4CCCC4)=NC3=O)cc2)c1 (stereo not drawn)
-6.2% | -0.4% | 6.1% | CCN1C(=O)N[C@@H](c2ccccc2)C(C(=O)OC)=C1C
6.9% | -2.3% | -19.3% | CSCCC(NC(=O)c1ccc(Cl)cc1Cl)C(=O)N1CCN(C(=O)c2ccccc2)CC1 (stereo not drawn)
-4.4% | -1.6% | 1.5% | Cc1cc(=O)oc2c(CN3CCCCC3)c(O)ccc12
-17.3% | -0.7% | 1.5% | c1ccc(Oc2cccc(Oc3ccccc3)n2)cc1
0.2% | -1.2% | -12.6% | CCc1nc(N)nc(N)c1-c1ccc(Cl)c([N+](=O)[O-])c1
4.3% | -5.1% | 2.2% | OC(COc1ccccc1)CN1CCCCC1 (stereo not drawn)
-8.0% | -8.8% | -3.9% | N#Cc1ccccc1S(=O)(=O)N1CCN(C(=O)CCNS(=O)(=O)c2ccc(Cl)cc2)CC1
0.1% | -9.3% | 14.8% | O=S(=O)(CCNCCc1ccccc1)NCc1ccccc1
-4.1% | 0.2% | 4.6% | CC1(C)CC(=O)C2=C(C1)N(c1ccccc1)C(=O)C(C(=O)OCc1ccccc1)C2 (stereo not drawn)
0.6% | -5.0% | 1.4% | Cc1ccc(NS(=O)(=O)N2CCCCC2)cc1
-1.6% | 0.7% | -21.9% | C#CCNC(=O)C1=C[C@H](c2ccc(C#C)cc2)C[C@H](OCc2ccc(CO)cc2)O1
-8.2% | -7.5% | 1.2% | O=C(O)c1ccccc1CC(CCc1ccccc1)C(=O)O (stereo not drawn)
-5.5% | 0.1% | 1.6% | COc1cc(OC)c(C(=O)OCC(=O)Nc2cccc(S(=O)(=O)NC3=NCCCCC3)c2)cc1OC
-0.4% | -1.4% | -1.4% | COC(=O)c1ccc(CNC(=O)c2sccc2-c2ccccc2)cc1

Filtered by structure: those above containing an aryl thioether with sulfur outside any ring (two)
TCR activator | PTAP TSG101 blk | uPA generation | SMILES
1.4% | 3.2% | -1.5% | Cc1cc(C)cc(-c2nnc(SCC(=O)NCC3CCCO3)o2)c1 (stereo not drawn)
0.0% | -5.6% | -3.7% | N#Cc1c(NC(=O)CSc2ncccn2)oc(-c2ccccc2)c1-c1ccccc1

Results in TCR activator, for some of the entries so far:
| Molecule | TCR activator |
| --- | --- |
| Cc1cc(O)c(C(C)C)cc1N=Cc1ccc(N(C)C)cc1 | -13.7% |
| COc1cccc(NC(=O)CN(C)C(=O)c2ccc(NC(=O)CC3SC(N4CCCC4)=NC3=O)cc2)c1 (stereo not drawn) | 5.5% |

High-throughput results as filed in PubChem BioAssay.
